High-throughput results: PubChem, National Center for Advancing Translational Sciences (NCATS)
Sm TGR inh – qHTS Assay for the Inhibitors of Schistosoma Mansoni Peroxiredoxins. Potency, µM (titrated, usually from 114 µM), for inactives: top-dose activity change, negative = inhibition, hits mostly inhibitors. AID 485364, 2010. purified TGR, DTNB reduction, TNB absorbance 405 nm. 360,000 tested, 3% active; further: potency means the concentration at half of the fitted maximal effect; nearly all actives have a fitted effect of over 60% in size
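TGR 20 nM + NADPH 100 uM (dispensed conc.), cpd preinc 15 min RT; start with NADPH (500 uM addition) then DTNB (15 mM addition). Kinetic TNB absorbance, 405 nm filter. Four-parameter Hill fit across titration.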
HCMV antiviral – qHTS Assay for inhibitors of the human cytomegalovirus (HCMV). HFF cells, HCMV-luciferase reporter, 72 h; stronger effect = lower value. activity change, negative = inhibition, % at 57.5 µM. 410,000 tested, 4.5% active. AID 1259415, 2018; in the data active means activity change below about -60%; inconclusive means no clear call, values can overlap the other calls; inactive means above about -39%
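Cell-based, HFFs, 1000 cells/well, 16 h 37C; cpds in DMSO + HCMV-luc, MOI 1 PFU/cell; 72 h 37C; OneGlo luminescence after 5 min RT; norm. to buffer vs Salinomycin 10uM.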
AMA1-RON2 inh – qHTS for Inhibitors of AMA1-RON; Towards Development of Antimalarial Drug Lead: Primary Screen. AlphaScreen AMA1-biotinylated RON2 peptide binding. Potency, µM (series often up to 58.2 µM), for inactives: at the top dose activity change, negative = inhibition, usual class: inhibitors. 360,000 tested, 0.2% active. AID 720542, 2013;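 further: potency means the concentration at half of the fitted maximal effect; 0% = vehicle wells and -100% = peptide control; nearly all actives have a fitted effect of over 45% in size; some results filed as inactive show a strong effect at the top dose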
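AMA1 (3D7) with his tag at 25 nM final met compounds first, then biotinylated RON2 peptide at 25 nM; detection used donor plus acceptor beads, 10 µg/mL apiece, read by AlphaScreen after 30 min at room temperature.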
Giardia FBPA inh – qHTS Assay for Inhibitors of Fructose-1,6-bisphosphate Aldolase from Giardia Lamblia | A8B2U2 | purified Giardia FBPA | Potency, µM (highest dose often 59.6 µM), for the others: at the highest dose activity, negative = inhibition, hits mostly inhibitors | 290,000 tested, 0.71% active | AID 2451, 2010; further: potency means the concentration at half of the fitted maximal effect; nearly all actives have a fitted effect of over 55% in size
Target sequence (A8B2U2 whole entry, looked up): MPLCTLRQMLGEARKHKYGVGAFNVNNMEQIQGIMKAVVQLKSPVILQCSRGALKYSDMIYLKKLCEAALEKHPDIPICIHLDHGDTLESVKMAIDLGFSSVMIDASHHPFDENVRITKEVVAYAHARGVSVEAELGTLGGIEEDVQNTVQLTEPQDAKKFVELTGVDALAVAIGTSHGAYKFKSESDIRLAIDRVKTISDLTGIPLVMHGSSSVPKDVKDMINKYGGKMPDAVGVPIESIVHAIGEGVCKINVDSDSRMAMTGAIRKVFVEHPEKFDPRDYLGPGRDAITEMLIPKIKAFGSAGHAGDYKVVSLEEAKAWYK
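Giardia FBPA (40 nM reagent) was preincubated 10 min at RT with compound (up to 57.5 uM final), then substrate plus GAPDH/TPI/NAD/arsenate coupling system with diaphorase/resazurin was added; resorufin fluorescence (525/598 nm) was read after 20 min.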
HCV inhibitor – qHTS Assay for Inhibitors of Hepatitis C Virus (HCV). Huh7.5.1 HCVcc-Cre infection, luciferase reporter, 44 h. Potency, µM (doses to about 41.8 µM), for the others: at the top dose activity change, negative = inhibition, hits mostly inhibitors. 340,000 tested, 3.4% active. AID 651820, 2012; further: potency means the concentration at half of the fitted maximal effect
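Compounds are dispensed onto cells plated 4 h earlier at 1,000 per well, with HCVcc-Cre virus (about 0.5 moi) added next. Following 44 h of culture, luminescent signal is measured for 15 sec after 15 min with substrate at room temperature.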
AmpC inh detg – qHTS Inhibitors of AmpC Beta-Lactamase (assay with detergent); P00811; AmpC hydrolysis of nitrocefin, absorbance 480 nm, 0.01% Triton; Potency, µM (series often up to 114 µM), for inactives: at the top dose activity change, negative = inhibition, most hits filed as inhibitors; 370,000 tested, 0.041% active; AID 485294, 2010;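 further: potency means the concentration at half of the fitted maximal effect; 0% = no-compound wells and -100% = no-enzyme wells; nearly all actives have a fitted effect of over 25% in size; some results filed as inactive show a strong effect at the top dose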
Target sequence (P00811 whole entry, looked up): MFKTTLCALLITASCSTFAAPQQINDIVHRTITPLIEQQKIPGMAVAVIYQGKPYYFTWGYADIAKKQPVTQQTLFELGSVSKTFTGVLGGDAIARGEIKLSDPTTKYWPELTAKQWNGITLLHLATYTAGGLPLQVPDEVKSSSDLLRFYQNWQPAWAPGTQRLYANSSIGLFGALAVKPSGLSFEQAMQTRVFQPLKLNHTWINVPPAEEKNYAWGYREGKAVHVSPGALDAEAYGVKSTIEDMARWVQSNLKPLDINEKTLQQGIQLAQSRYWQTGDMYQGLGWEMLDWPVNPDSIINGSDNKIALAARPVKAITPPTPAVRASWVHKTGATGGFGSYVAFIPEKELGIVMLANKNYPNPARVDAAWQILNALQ
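AmpC (5.3 nM in the dispensed reagent) in 20 mM phosphate pH 7.0 with 0.01% (detergent screen) or 0.0001% Triton X-100 was preincubated with compounds for 15 min at room temperature. Nitrocefin was then added from an 800 uM solution, and hydrolysis was followed at 480 nm.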
Active calls of the source: *; u = inconclusive; x = no result given; & = joins results of further samples; [ ] = dose if it differs, or a comment. Unless noted, the call rests on the fitted dose curve; in most records, active means well fitted curve in the direction sought with a large enough effect; inconclusive means small, poorly fitted or top-dose-only effect, or another doubt; inactive means no such curve, though single readings can be large; an effect the other way counts as inactive or inconclusive. Unless noted, on the % scale 0 is the no-effect control and ±100 the full control effect.

smiles	Sm TGR inh	HCMV antiviral	AMA1-RON2 inh	Giardia FBPA inh	HCV inhibitor	AmpC inh detg
CCn1c(=O)c2c(nc(SCC(=O)N3CCC(C)CC3)n2C)n(C)c1=O	11%	-14	-12%	0%	3%	4%
CC1CN(C(=O)COC(=O)c2cc3ccccc3cc2O)CC(C)O1 (stereo unspecified)	x	0	3%	x	8%	x
COCCNCCCCOc1ccccc1-c1ccccc1	-1%	-19	u	-9%	u	-2%
CCN(C(=O)COC(=O)/C(=C/c1ccccc1)NC(C)=O)c1c(N)n(Cc2ccccc2)c(=O)[nH]c1=O	x	-38	-2%[11.6 µM]	x	11%	x
Cn1c(N)c(C(=O)COC(=O)Cc2ccsc2)c(=O)n(C)c1=O	-5%	-10	23%	-2%	6%	1%
CCOC(=O)CSc1nnc(CNC(=O)c2ccc(S(=O)(=O)N3CCCC3)cc2)n1C	6%	52	1%	19%	21%	5%
COc1cc(Br)cc2cc(S(=O)(=O)c3ccccc3)c(=O)oc12	-13%	14	x	x	x	2%
CCOc1ccc(CNC(=O)c2ccc3nc(N4CCOCC4)sc3c2)cc1	25%	12	-4%	-4%	11%	-2%
COc1ccccc1CNC1CCCc2ccccc21 (stereo unspecified)	-11%	-8	-12%	16µM*	-1%	u
COc1cccc(NC(=O)c2cc3c(=O)n(C)c4ccccc4c3n2C)c1	-4%	-8	x	x	x	9%
CN(C)S(=O)(=O)c1cccc(COC(=O)C2=COCCO2)c1	9%	-18	0%	3%	5%	-14%
C=CCn1c(SCC(=O)Nc2ccc(C(=O)OCC)cc2)nnc1-c1sc(N)nc1C	-2%	-10	9%	0%	u	-3%
O=C(NC1CC2CCCC(C1)N2S(=O)(=O)c1ccccc1)c1ccccc1 (stereo unspecified)	8%	23	0%	3%	-18%	-7%
COc1cc(C(CC(=O)Nc2cc(C)ccc2C)N2Cc3ccccc3C2=O)cc(OC)c1OC (stereo unspecified)	-3%	28	x	x	x	10%
CCOC(=O)C1=NN(c2ccc(OC)cc2)C2C(=O)N(c3ccccc3OC)C(=O)C12 (stereo unspecified)	-14%	-20	-24%	1%	14%	-4%
O=C(Cc1ccccc1)Nc1ccc(S(=O)(=O)N2CCCC2)cc1	4%	-21	25%	24%	0%	1%
CCOc1ccc(C(C)C)cc1S(=O)(=O)n1ccnc1C	-9%	-31	11%	5%	12%	-10%
COc1ccc(CCNC(=O)C(=O)Nc2ccc3nc4n(c(=O)c3c2)CCCCC4)cc1OC	-8%	-5	-11%	-8%	u	2%
COc1ccc(N2C(=O)CC(C)(C)CC2=O)cc1OC	12%	15	7%	8%	5%	-3%
CC(=O)N1CCOc2ccc(S(=O)(=O)N3CCCC(C)C3)cc21 (stereo unspecified)	-2%	0	-3%	x	8%	-1%
Cn1c(N)c(C(=O)c2ccc(Cl)cc2)c(=O)n(C)c1=O	-1%	-7	5%	7%	-3%	-5%
CC(=O)N=Nc1[nH]c(N)c2ccccc12	-11%	12	24%	8%	19%	u
CC1CCCCN1C(=O)CN1C(=O)NC2(CCCCC2C)C1=O (stereo unspecified)	-5%	32	-3%[11.6 µM]	x	8%	5%
O=C(NCc1cccnc1)c1ccc(-c2cc3ccccc3oc2=O)cc1	0%	-66*	3%	0%	u	1%
COC(=O)c1c(NC(=O)C2CC=CCC2C(=O)O)sc(C(N)=O)c1C (stereo unspecified)	-2%	29	-1%	-4%	3%	-10%
Cc1ccc(C(=O)Nc2ccc(N3CCOCC3)c3nonc23)cc1[N+](=O)[O-]	-9%	31	5%	-17%	-24%	u
O=C(CCCCCN1C(=O)c2cccc3cccc(c23)C1=O)NCCCO	1%	11	5%	11%	-4%	-14%
Cc1cc(NS(=O)(=O)c2ccc(NC(=O)CCSc3ccc(F)cc3)cc2)nc(C)n1	12%	-38	11%	12%	2%	u
c1nc(NCCN2CCOCC2)c2sc3nc(N4CCOCC4)c4c(c3c2n1)CCC4	45µM*	-7	13%	-13%	1%	u
Cc1cc(C)n(-c2ccc(C(=O)NCC(c3ccco3)N3CCCC3)cc2)n1 (stereo unspecified)	-14%	93	0%	x	0%	-12%
Cc1noc(C)c1S(=O)(=O)N(C)C[C@H]1Oc2c(NC(=O)NC3CCCCC3)cccc2C(=O)N([C@H](C)CO)C[C@@H]1C	x	25	-1%	x	-4%	x
O=C(Nc1ccc(F)cc1F)c1cc(-c2ccccc2O)no1	-7%	-1	x	x	x	3%
O=C(NCCc1ccc(Cl)cc1Cl)c1ccc2nc[nH]c2c1	-22%	4	-1%	x	-9%	-6%
CCc1nc2ccccc2c(=O)n1-c1ccccc1OC	4%	30	-3%	u	-11%	0%
Cc1ccc(S(=O)(=O)n2cc(CO)c3ccccc32)cc1	x	-14	-4%	x	-15%	x
COc1ccc(CC(=O)NNC(=O)c2ccccc2)cc1OC	x	-3	2%	x	8%	x
Cc1[nH]n(-c2ccccc2)c(=O)c1N=Nc1cccc(S(=O)(=O)N2CCOCC2)c1	3%	-31	0%	u	-24%	-9%
CC(C)(C)c1ccc(-c2cnco2)cc1	-10%	0	0%	0%	16%	9%
C=Cc1ccc(Cn2c(C(=O)O)c(CNC3CCCC3)c3ccc(C)cc32)cc1	-1%	-3	x	x	x	-4%
CC(=O)OC1COC(n2ccc3cc([N+](=O)[O-])ccc32)C(OC(C)=O)C1OC(C)=O (stereo unspecified)	-7%	35	-13%	-6%	19%	-1%
N#Cc1c(-c2cccs2)cc(-c2ccccn2)nc1N	8%	10	24%	-3%	u	u
COC(=O)c1sccc1NC(=S)N1CCN(c2cccc(C)c2C)CC1	-17%	-4	-22%	0%	-3%	-14%
Cc1nc(SCC(=O)N2CCCc3ccccc32)c2oc3ccccc3c2n1	-2%	-31	-7%	-2%	u	-13%
COc1ccc2c(c1OC)C(=O)N(c1ncn[nH]1)C2	10%	4	7%	-2%	17%	-6%
O=C(NC(Cc1ccccc1)c1nc2ccccc2[nH]1)c1cccc([N+](=O)[O-])c1 (stereo unspecified)	1%	-26	-3%	-20%	u	-2%
COc1cccc(CNC(=O)CCS(=O)(=O)c2ccc3c(c2)CC(C)N3C(=O)C2CC2)c1 (stereo unspecified)	-4%&-8%	u	7%	4%	10%	1%&2%
NC(=S)Nc1cccc2[nH]ccc12	3%	u	4%	-20%	6%	3%
CCCCC(CC)C(=O)Nc1ccc(Cl)cn1 (stereo unspecified)	0%	22	3%	-2%	4%	-10%
CCOCCCNC(=O)Cc1ccc(Br)cc1	0%	u	-8%[2.32 µM]	1%	9%	2%
Cc1ccc(S(=O)(=O)N(C)CC(=O)OCC(=O)Nc2ccccc2)cc1	-26%	-28	1%	-3%	14%	-2%
Cc1[nH]c2ccccc2c1C(=O)C(=O)NC1CC(=O)N(c2ccc(F)cc2)C1 (stereo unspecified)	-7%	-20	0%	x	22%	-5%
CCCCOc1ccc(C2C(=O)N(C3CCCCC3)CC(=O)N2CCCC)cc1 (stereo unspecified)	16%	-2	x	x	x	6%
CCN(CC)C(=O)c1c[nH]c2ccc(S(=O)(=O)Nc3cc(C)cc(C)c3)cc2c1=O	-31%	-12	1%	-7%	18%	-1%
CCCCn1c(O)c(C(C)=NC(Cc2c[nH]c3ccccc23)C(=O)OC)c(=O)[nH]c1=O (stereo unspecified)	-1%	45	-8%	-5%	6%&15%	-8%
CC(C)CCn1c(SC(C)C(=O)NC2CC2)nc2ccccc2c1=O (stereo unspecified)	6%	-34	25%	x	u	-14%
Cc1ccc2cc(CN(c3ccccc3C)S(=O)(=O)c3ccccc3)c(=O)[nH]c2c1	-3%	14	-1%	-8%	u	-8%

(continued)
smiles	Sm TGR inh	HCMV antiviral	AMA1-RON2 inh	Giardia FBPA inh	HCV inhibitor	AmpC inh detg
Cc1ccc(C(=O)c2ccc(N3CCN(C)CC3)c([N+](=O)[O-])c2)cc1	3%	0	-28%	0%	10µM*	u
Cc1ccc(C)c(N=C2NC(=O)CS2)c1	0%	20	-2%	-22%	1%	-11%
Cc1ccc(C)c(OC(=O)CN2C(=O)c3ccccc3C2=O)c1	0%	16	1%	10%	21%	u
CCCn1nnc(NC(=O)COc2ccc(C3CCCCC3)cc2)n1	-2%	3	0%	-3%	15%	u
CC(=O)c1ccc(N2CCN(C(=O)CCS(=O)(=O)c3ccc4c(c3)CCN4C(C)=O)CC2)cc1	-2%	19	0%	x	-21%	1%
Clc1ccc(-c2nnc(CNC3CC3)o2)cc1	3%	26	104%[activator]	11%	6%	-2%
CCOC(=O)C1(CCOC)CCN(C(=O)c2ccccc2-c2cccc(C)c2)CC1	-9%	-33	8%	5%	-6%	3%
Cc1nc(-c2ccc(S(=O)(=O)Nc3ccc(S(N)(=O)=O)cc3)cc2)co1	-11%	-12	5%	10%	10%	-6%
Cc1cc(NC(=O)/C=C/c2cccc(Cl)c2)n(-c2nc3ccccc3[nH]2)n1	-3%	-38	70%[activator]	-2%	u	8%
O=C(c1csc2c1CCCC2)N1CCCCC1	1%	7	12%	4%	1%	-10%
Cc1ccc(C(=O)NCC(=O)OCC(=O)c2ccc3c(c2)OCCO3)cc1C	-1%	-21	3%	2%	16%	-2%
CNC(=O)CC(=O)Nc1ccccc1C(=O)O	-5%	62	3%	0%	7%	-5%
CC(C)(C)C1CCC(C(=O)Nc2ccccc2N2CCOCC2)CC1 (stereo unspecified)	21%	-22	3%	x	30%	3%
N#CC(C(=O)Nc1ccc(Cl)cc1)=C1Nc2ccccc2N1	5%	-18	73%[activator]	-7%	2%	-11%
COCCn1nnnc1C(c1ccccc1)N1CCN(c2ccccc2)CC1 (stereo unspecified)	-18%	-19	u	-20%	-23%	1%
CCOC(=O)C1=C(CN2CCN(c3ccccc3OC)CC2)NC(=O)NC1c1ccccc1 (stereo unspecified)	-9%	-9	x	x	x	u
COc1ccc(C2CC(=O)N(Cc3cccc(F)c3)c3ccccc3S2)cc1 (stereo unspecified)	7%	-39	x	x	x	1%
